TcdB GH inh = TcdB glycohydrolase inhibition; inhibition, % at 9.99 µM; TcdB glycohydrolase enzymatic assay, plate reader; 350,000 tested, 0.24% active; P18177; in the data active means inhibition above about 10%
Target sequence (P18177 whole entry, looked up): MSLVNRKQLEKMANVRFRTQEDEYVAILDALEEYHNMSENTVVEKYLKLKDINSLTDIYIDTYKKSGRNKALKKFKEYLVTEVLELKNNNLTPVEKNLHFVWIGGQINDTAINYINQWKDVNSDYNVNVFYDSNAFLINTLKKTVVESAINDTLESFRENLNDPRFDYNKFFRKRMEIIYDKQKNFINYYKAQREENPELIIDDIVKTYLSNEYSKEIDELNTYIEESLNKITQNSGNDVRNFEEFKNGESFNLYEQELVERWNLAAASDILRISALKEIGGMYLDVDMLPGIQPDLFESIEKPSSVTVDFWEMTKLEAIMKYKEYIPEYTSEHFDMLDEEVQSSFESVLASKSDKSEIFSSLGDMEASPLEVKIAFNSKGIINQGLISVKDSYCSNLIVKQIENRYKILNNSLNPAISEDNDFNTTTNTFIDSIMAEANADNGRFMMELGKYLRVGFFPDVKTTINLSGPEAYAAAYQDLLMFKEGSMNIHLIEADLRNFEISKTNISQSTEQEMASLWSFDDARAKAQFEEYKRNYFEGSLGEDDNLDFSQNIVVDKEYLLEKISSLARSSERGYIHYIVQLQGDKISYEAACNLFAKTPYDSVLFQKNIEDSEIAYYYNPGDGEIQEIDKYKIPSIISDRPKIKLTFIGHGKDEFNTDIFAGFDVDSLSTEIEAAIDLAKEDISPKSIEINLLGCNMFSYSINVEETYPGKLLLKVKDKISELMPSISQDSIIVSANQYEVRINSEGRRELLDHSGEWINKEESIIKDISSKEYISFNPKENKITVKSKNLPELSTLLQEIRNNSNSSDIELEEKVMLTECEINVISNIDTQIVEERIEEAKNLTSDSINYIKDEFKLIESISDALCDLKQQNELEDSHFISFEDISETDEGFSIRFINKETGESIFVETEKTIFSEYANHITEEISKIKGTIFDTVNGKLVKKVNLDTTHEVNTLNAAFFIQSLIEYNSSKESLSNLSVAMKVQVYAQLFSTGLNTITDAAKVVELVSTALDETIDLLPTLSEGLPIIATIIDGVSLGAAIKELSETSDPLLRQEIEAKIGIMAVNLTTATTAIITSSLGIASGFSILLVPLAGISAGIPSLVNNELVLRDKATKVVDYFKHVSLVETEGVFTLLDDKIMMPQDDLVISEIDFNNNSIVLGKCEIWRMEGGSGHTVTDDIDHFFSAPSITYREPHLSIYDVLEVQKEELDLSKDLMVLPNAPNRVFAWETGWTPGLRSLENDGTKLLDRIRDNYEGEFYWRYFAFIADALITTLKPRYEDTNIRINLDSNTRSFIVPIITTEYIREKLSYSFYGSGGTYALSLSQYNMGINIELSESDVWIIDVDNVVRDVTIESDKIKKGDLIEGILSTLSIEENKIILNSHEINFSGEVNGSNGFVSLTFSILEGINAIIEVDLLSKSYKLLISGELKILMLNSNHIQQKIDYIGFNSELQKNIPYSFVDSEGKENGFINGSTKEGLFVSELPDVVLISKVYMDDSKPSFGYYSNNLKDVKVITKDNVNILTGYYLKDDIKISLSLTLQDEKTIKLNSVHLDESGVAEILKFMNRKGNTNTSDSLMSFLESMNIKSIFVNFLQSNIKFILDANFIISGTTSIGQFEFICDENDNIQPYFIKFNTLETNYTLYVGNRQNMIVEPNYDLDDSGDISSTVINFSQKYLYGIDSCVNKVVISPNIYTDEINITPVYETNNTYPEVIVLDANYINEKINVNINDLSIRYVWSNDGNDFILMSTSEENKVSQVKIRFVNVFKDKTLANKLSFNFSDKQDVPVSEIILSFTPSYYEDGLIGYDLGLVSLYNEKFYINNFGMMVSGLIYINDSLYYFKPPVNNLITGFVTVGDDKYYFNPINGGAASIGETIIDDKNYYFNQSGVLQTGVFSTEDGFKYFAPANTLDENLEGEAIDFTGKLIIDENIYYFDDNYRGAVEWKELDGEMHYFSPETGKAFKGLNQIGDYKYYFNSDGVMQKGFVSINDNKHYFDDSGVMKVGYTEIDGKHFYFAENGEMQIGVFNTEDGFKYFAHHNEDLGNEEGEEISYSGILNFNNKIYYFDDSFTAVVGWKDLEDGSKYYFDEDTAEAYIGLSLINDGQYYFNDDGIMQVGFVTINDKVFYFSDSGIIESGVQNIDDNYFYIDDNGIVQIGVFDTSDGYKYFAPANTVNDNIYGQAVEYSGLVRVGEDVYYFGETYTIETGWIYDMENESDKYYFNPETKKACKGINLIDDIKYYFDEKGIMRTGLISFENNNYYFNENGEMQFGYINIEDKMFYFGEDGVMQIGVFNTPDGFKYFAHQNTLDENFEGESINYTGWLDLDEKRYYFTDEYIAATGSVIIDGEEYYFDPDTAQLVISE
Numbers without * were called inactive. Only part of the results is shown; the hit share may differ from the screen's.

molecule,TcdB GH inh
C[C@H](CO)N1C[C@H](C)[C@H](CN(C)S(=O)(=O)c2cn(C)cn2)Oc2ncc(C3=CCCC3)cc2C1=O,0.3
CO[C@@H]1CN(C)C(=O)c2ccc(NS(C)(=O)=O)cc2OC[C@H](C)N(C(=O)C2CC2)C[C@@H]1C,0.0
CCN1[C@@H]2Cn3c(ccc(-c4ccccc4F)c3=O)[C@H]1[C@@H](C(=O)N1CCCCC1)[C@@H]2CO,1.7
O=C(C[C@@H]1C[C@@H]2c3cc(NC(=O)C4CCOCC4)ccc3O[C@@H]2[C@H](CO)O1)NCC1CC1,0.1
CO[C@H]1CN(C)C(=O)c2ccc(NC(=O)C3CCCCC3)cc2OC[C@H](C)N(Cc2nccs2)C[C@@H]1C,-0.7
Cc1noc(C)c1NC(=O)N(C)C[C@@H]1Oc2ncc(/C=C/c3ccccc3)cc2C(=O)N([C@H](C)CO)C[C@@H]1C,0.5
Cc1ccc(S(=O)(=O)Nc2ccc3c(c2)C(=O)N([C@H](C)CO)C[C@@H](C)[C@H](CN(C)S(=O)(=O)c2ccc(C)cc2)OCCCC[C@H](C)O3)cc1,0.4
COc1ccc(NC(=O)N(C)C[C@@H]2OCCCC[C@@H](C)Oc3ccc(N(C)C)cc3C(=O)N([C@@H](C)CO)C[C@@H]2C)cc1,-31

Additional compounds follow.
molecule,TcdB GH inh
CC(=O)N1C[C@H]2[C@@H](c3ccccc31)[C@@H](CO)N2S(=O)(=O)c1ccccc1,-0.1
CC(C)C#Cc1cnc2c(c1)C(=O)N([C@H](C)CO)C[C@@H](C)[C@@H](CN(C)C(=O)c1cccc(F)c1)O2,1.3
COc1ccccc1-c1ccc2c(c1)O[C@@H](CN(C)CC1CCOCC1)[C@H](C)CN([C@H](C)CO)S2(=O)=O,-3.7
COc1ccc(CN2C[C@@H](O)COC[C@@H]3O[C@@H](CC(=O)N(C)C)CC[C@H]32)cc1,-1.8
C[C@@H]1CN([C@@H](C)CO)C(=O)c2cc(NC(=O)c3ccncc3)ccc2O[C@@H](C)CCCCO[C@@H]1CN(C)CC1CCCCC1,-1.5
CCC(=O)N[C@H]1C=C[C@@H](CC(=O)NCc2cc(F)cc(F)c2)O[C@@H]1CO,-0.4
C[C@H](CO)N1C[C@H](C)[C@@H](CN(C)S(=O)(=O)c2ccc(Cl)cc2)Oc2ccc(NC(=O)CCCCCC(=O)Nc3ccccc3N)cc2C1=O,1.1
C[C@@H]1CN([C@H](C)CO)C(=O)c2ccccc2-c2ccccc2CO[C@@H]1CN(C)Cc1ccc(Cl)c(Cl)c1,-6.0

Next compounds:
molecule,TcdB GH inh
C[C@@H](NC(=O)[C@@H]1[C@@H](CO)[C@@H]2Cn3c(cccc3=O)[C@@H]2N1CC1CC1)c1ccccc1,0.1
Cc1ccc(S(=O)(=O)N(C)C[C@H]2Oc3ccc(NC(=O)Nc4ccc(C(F)(F)F)cc4)cc3C(=O)N([C@@H](C)CO)C[C@@H]2C)cc1,0.0
O=C(CN1CCOCC1)NCC[C@H]1CC[C@@H](NC(=O)Nc2ccc(C(F)(F)F)cc2)[C@@H](CO)O1,1.4
CCNC(=O)C[C@H]1CC[C@@H]2[C@@H](COc3ccc(NC(=O)c4cc(C)on4)cc3C(=O)N2C)O1,0.8
C[C@H](O)C#Cc1ccc([C@H]2[C@@H](CO)N3CCCCN(C(=O)Nc4ccccc4)C[C@@H]23)cc1,2.2
CCCC#Cc1ccc([C@@H]2[C@H](CO)N3CCCCN(Cc4ccncc4)C[C@@H]23)cc1,-0.5
O=C(NC1CCCC1)N1CC(=O)N2[C@H](CO)[C@H](c3ccc(C4=CCCC4)cc3)[C@@H]2C1,-0.1
C[C@H]1CN([C@@H](C)CO)C(=O)c2cc(C#CC3CCCC3)cnc2O[C@H]1CN(C)C(=O)Nc1ccccc1,1.1

Later entries.
molecule,TcdB GH inh
CC(C)NC(=O)N(C)C[C@@H]1Oc2ccc(NS(=O)(=O)c3ccc(Cl)cc3)cc2C(=O)N([C@@H](C)CO)C[C@@H]1C,-0.9
CN1CCN(C(=O)C[C@H]2CC[C@@H]3[C@H](COC[C@@H](O)CN3C(=O)C3CCCC3)O2)CC1,-0.4
COc1ccc(CN(C)C[C@@H]2Oc3ccc(NC(=O)CCC(F)(F)F)cc3CC(=O)N([C@H](C)CO)C[C@H]2C)cc1,-3.1
COc1ccc2c3c(n(C)c2c1)[C@@H](CO)N(C(=O)Nc1ccc(F)cc1)CC31CN(Cc2ccccc2F)C1,0.3
C[C@H](CO)N1C[C@H](C)[C@@H](CN(C)Cc2ccccn2)Oc2cc(C3=CCCCC3)ccc2S1(=O)=O,-0.9
CO[C@H]1CN(C)C(=O)c2ccc(NS(C)(=O)=O)cc2OC[C@H](C)N(CCC(F)(F)F)C[C@H]1C,-1.1
COc1ccc(C(=O)N2C[C@H]3[C@@H](c4ccccc42)[C@H](CO)N3C(=O)NC(C)C)cc1,-0.7
C[C@H]1CN([C@@H](C)CO)C(=O)c2cccc(NC(=O)C3CC3)c2O[C@H]1CN(C)S(C)(=O)=O,0.7

3 neighbouring records out of the list so far, for reference:
molecule,TcdB GH inh
CO[C@H]1CN(C)C(=O)c2ccc(NS(C)(=O)=O)cc2OC[C@H](C)N(CCC(F)(F)F)C[C@H]1C,-1.1
COc1ccc(C(=O)N2C[C@H]3[C@@H](c4ccccc42)[C@H](CO)N3C(=O)NC(C)C)cc1,-0.7
C[C@H]1CN([C@@H](C)CO)C(=O)c2cccc(NC(=O)C3CC3)c2O[C@H]1CN(C)S(C)(=O)=O,0.7

Compounds above with a CF3 group:
molecule,TcdB GH inh
Cc1ccc(S(=O)(=O)N(C)C[C@H]2Oc3ccc(NC(=O)Nc4ccc(C(F)(F)F)cc4)cc3C(=O)N([C@@H](C)CO)C[C@@H]2C)cc1,0.0
O=C(CN1CCOCC1)NCC[C@H]1CC[C@@H](NC(=O)Nc2ccc(C(F)(F)F)cc2)[C@@H](CO)O1,1.4
COc1ccc(CN(C)C[C@@H]2Oc3ccc(NC(=O)CCC(F)(F)F)cc3CC(=O)N([C@H](C)CO)C[C@H]2C)cc1,-3.1
CO[C@H]1CN(C)C(=O)c2ccc(NS(C)(=O)=O)cc2OC[C@H](C)N(CCC(F)(F)F)C[C@H]1C,-1.1

Further structures.
molecule,TcdB GH inh
CC(C)NC(=O)N(C)C[C@@H]1Oc2ccc(NS(=O)(=O)c3ccc(Cl)cc3)cc2CC(=O)N([C@@H](C)CO)C[C@@H]1C,-0.2
C[C@@H]1CN([C@H](C)CO)C(=O)c2cc(NC(=O)CCC(F)(F)F)ccc2O[C@@H]1CN(C)Cc1ccc(Cl)c(Cl)c1,0.3
O=S(=O)(N[C@@H]1CC[C@H](CCn2cc(-c3cccc(F)c3)nn2)O[C@H]1CO)c1ccccc1,0.6
C[C@H]1CN([C@@H](C)CO)C(=O)c2cc(-c3cccnc3)cnc2O[C@@H]1CN(C)C(=O)C1CC1,0.2
CC(=O)NC[C@H]1[C@@H](c2ccc(C3=CCCC3)cc2)[C@@H](CO)N1C(=O)C1CCC1,0.5
CC=Cc1ccc2n(c1=O)C[C@H]1[C@H](CO)[C@@H](C(=O)NCc3ccc(F)cc3)[C@@H]2N1C (mixture of isomers),0.3
COc1ccc(NC(=O)Nc2ccc3c(c2)[C@@H]2C[C@H](CC(=O)NCc4ccccn4)O[C@H](CO)[C@@H]2O3)cc1,1.2
CCC(=O)N(C)C[C@@H]1Oc2cc(C#CCOC)ccc2S(=O)(=O)N([C@H](C)CO)C[C@H]1C,2.3

Remaining list, next part
molecule,TcdB GH inh
CCNC(=O)C[C@H]1CC[C@H](NS(=O)(=O)c2ccc(F)cc2)[C@H](CO)O1,0.2
C[C@@H]1CCCCO[C@@H](CN(C)S(=O)(=O)c2cccs2)[C@@H](C)CN([C@@H](C)CO)C(=O)c2cc(NC(=O)CCC(F)(F)F)ccc2O1,1.0
CC(=O)N1[C@@H]2Cn3c(ccc(C4=CCCCC4)c3=O)[C@H]1[C@@H](C(=O)N[C@H](C)c1ccccc1)[C@@H]2CO,-1.1
COCC(=O)Nc1ccc2c(c1)C(=O)N(C)C[C@@H](OC)[C@H](C)CN(C(=O)C1CCCC1)[C@@H](C)CO2,-1.5
C[C@@H]1CN([C@@H](C)CO)C(=O)Cc2cc(NC(=O)C3CCCCC3)ccc2O[C@H]1CN(C)Cc1ccc(Cl)c(Cl)c1,-0.4
CCC(=O)N1C[C@H](C)[C@@H](OC)CN(C)C(=O)c2cc(NC(=O)NC3CCCC3)ccc2OC[C@H]1C,0.5
Cc1noc(C)c1S(=O)(=O)Nc1ccc2c(c1)C(=O)N([C@@H](C)CO)C[C@@H](C)[C@@H](CN(C)C(=O)Nc1ccc3c(c1)OCO3)OCCCC[C@H](C)O2,-0.1
COc1ccc(NC(=O)Nc2ccc3c(c2)C(=O)N([C@H](C)CO)C[C@@H](C)[C@H](CN(C)Cc2ccccc2)OCCCC[C@@H](C)O3)cc1,0.7

(listing goes on)
molecule,TcdB GH inh
CC(=O)N1CC2(C1)[C@@H](c1ccccc1)[C@@H](CO)N2C(=O)Cc1ccccc1,0.4
C[C@H]1CN([C@@H](C)CO)S(=O)(=O)c2ccc(C#CC3CCCC3)cc2O[C@H]1CN(C)C(=O)C1CC1,-8.1
C[C@H]1CN([C@@H](C)CO)C(=O)Cc2cc(NS(=O)(=O)c3ccc(F)cc3)ccc2O[C@H]1CN(C)Cc1ccc(C(=O)O)cc1,1.3
CN1c2ccc(-c3cccc(F)c3)cc2[C@H]2[C@H](CCN2C(=O)Nc2ccccc2F)[C@H]1CO,0.7
Cc1ccc(S(=O)(=O)NCC[C@@H]2CC[C@H](NC(=O)c3cccc(F)c3)[C@@H](CO)O2)cc1,0.0
C[C@H](O)C#Cc1ccc([C@@H]2[C@@H](CO)N3CCCCN(C(=O)c4cccc(F)c4)C[C@@H]23)cc1,0.5
CO[C@H]1CN(C)C(=O)c2ccc(NC(=O)c3cc(C)on3)cc2OC[C@@H](C)N(C(C)=O)C[C@H]1C,-0.4
C[C@H]1CCCCO[C@H](CN(C)Cc2ccccc2)[C@@H](C)CN([C@@H](C)CO)C(=O)c2cc(NC(=O)Nc3ccc(C(F)(F)F)cc3)ccc2O1,-0.9

The list goes on.
molecule,TcdB GH inh
Cc1ccc(-c2ccc3c(c2)O[C@H](CN(C)Cc2cccnc2)[C@H](C)CN([C@H](C)CO)S3(=O)=O)cc1,0.5
CCCNC(=O)N(C)C[C@@H]1Oc2ncc(-c3ccc(OC)cc3)cc2C(=O)N([C@H](C)CO)C[C@H]1C,0.1
Cc1noc(C)c1NC(=O)Nc1ccc2c(c1)C(=O)N([C@@H](C)CO)C[C@@H](C)[C@@H](CN(C)S(=O)(=O)c1cn(C)cn1)O2,0.1
O=C(C[C@@H]1CC[C@@H](NC(=O)C2CCOCC2)[C@H](CO)O1)Nc1ccc(-c2ccccc2)cc1,0.3
C[C@@H]1CCCCO[C@@H](CN(C)Cc2ccc3c(c2)OCO3)[C@H](C)CN([C@H](C)CO)C(=O)c2cc(NC(=O)Nc3ccc4c(c3)OCO4)ccc2O1,-0.3
CC=Cc1ccc2n(c1=O)C[C@@H]1[C@@H](CO)[C@H](C(=O)NCC(F)(F)F)N(CCC)[C@H]21 (mixture of isomers),-0.9
O=C(N[C@H]1C=C[C@H](CC(=O)N2CCCCC2)O[C@H]1CO)c1ccc2c(c1)OCO2,0.7
CN(C)CC(=O)Nc1ccc2c(c1)[C@@H]1C[C@@H](CC(=O)NC3CCCCC3)O[C@@H](CO)[C@@H]1O2,-1.0

Continuation.
molecule,TcdB GH inh
CC(C)NC(=O)N(C)C[C@@H]1Oc2c(NC(=O)C3CCOCC3)cccc2C(=O)N([C@H](C)CO)C[C@@H]1C,0.7
C[C@@H]1CN([C@@H](C)CO)C(=O)Cc2cc(NS(=O)(=O)c3cccs3)ccc2O[C@@H]1CN(C)C(=O)Nc1ccc(C(F)(F)F)cc1,0.7
C[C@H]1CN([C@@H](C)CO)C(=O)Cc2cc(N(C)C)ccc2O[C@@H]1CN(C)Cc1ccc(-c2ccccc2)cc1,-5.7
C[C@H](CO)N1C[C@H](C)[C@H](CN(C)C(=O)Nc2ccc3c(c2)OCO3)Oc2c(NS(=O)(=O)c3ccc(Cl)cc3)cccc2C1=O,-0.8
C[C@@H]1CN([C@H](C)CO)C(=O)c2cc(NC(=O)C3CC3)ccc2O[C@H]1CN(C)C(=O)Nc1ccc(C(F)(F)F)cc1,2.1
CO[C@@H](CN(C)S(=O)(=O)c1ccc(F)cc1)[C@@H](C)CN([C@@H](C)CO)S(=O)(=O)c1cccc(Cl)c1,1.3
CCCNC(=O)C[C@H]1C[C@@H]2c3cc(NS(=O)(=O)c4ccc(F)cc4)ccc3O[C@@H]2[C@H](CO)O1,-0.8
COc1ccc2c3c(n(C)c2c1)[C@@H](CO)N(CC1CC1)CC31CN(C(=O)c2cccc(F)c2)C1,0.4

Going on with the list.
molecule,TcdB GH inh
C[C@H](CO)N1C[C@H](C)[C@H](CN(C)S(=O)(=O)c2ccc(Cl)cc2)Oc2ccc(N(C)C)cc2C1=O,-7.3
COc1ccc(CN(C)C[C@H]2Oc3c(NC(=O)c4ccc(-c5nccs5)cc4)cccc3C(=O)N([C@H](C)CO)C[C@@H]2C)cc1,0.4
O=C(NC1CCC1)[C@H]1[C@H](CO)[C@H]2Cn3c(ccc(-c4cncnc4)c3=O)[C@H]2N1C(=O)NC1CCCC1,-0.4
CO[C@@H]1CN(C)C(=O)c2cc(NC(=O)c3cc(C)on3)ccc2OC[C@H](C)N(C)C[C@@H]1C,-0.1
C[C@H]1CN([C@@H](C)CO)C(=O)c2cccc(NC(=O)Nc3ccc(C(F)(F)F)cc3)c2O[C@@H]1CN(C)C,1.4
COc1ccc(NC(=O)Nc2ccc3c(c2)C(=O)N([C@H](C)CO)C[C@@H](C)[C@H](CN(C)C(=O)Nc2ccc4c(c2)OCO4)OCCCC[C@@H](C)O3)cc1,-0.4

Screens (PubChem)
